PLCb3 inh – blocks human PLC-beta3 enzyme activity. Purified PLC-beta3, fluorogenic substrate, fluorescence. inhibition, % at 12.2 µM. actives 0.18% (n = 370,000). Q01970. AID 720704; in the data active = inhibition above about 11%;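 also: 0% = median of compound wells on plate and 100% = full blocker control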
ADAM17 inh – ADAM17 inhibition, QFRET primary screen | P78536 | recombinant ADAM17, EDANS/DABCYL FRET peptide cleavage | inhibition, % at 6.95 µM | actives 0.83% (n = 370,000) | AID 720648;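 active = inhibition above the mean of compounds lying between control limits plus 3 SD, set per campaign, cut at about 8.5% in these data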;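 also: 0% = DMSO-only wells as the low control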
ASAP1 inh – ASAP1 ArfGAP inhibition. AID 624377. actives 0.19% (n = 360,000). inhibition, % at 16.5 µM. ASAP1-stimulated ARF1 GTP hydrolysis, GDP FP detection; in the data active = inhibition above about 25%;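 also: 0% = vehicle with enzyme and substrate and 100% = no enzyme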
Target sequence (Q9ULH1 325-724 limits assumed): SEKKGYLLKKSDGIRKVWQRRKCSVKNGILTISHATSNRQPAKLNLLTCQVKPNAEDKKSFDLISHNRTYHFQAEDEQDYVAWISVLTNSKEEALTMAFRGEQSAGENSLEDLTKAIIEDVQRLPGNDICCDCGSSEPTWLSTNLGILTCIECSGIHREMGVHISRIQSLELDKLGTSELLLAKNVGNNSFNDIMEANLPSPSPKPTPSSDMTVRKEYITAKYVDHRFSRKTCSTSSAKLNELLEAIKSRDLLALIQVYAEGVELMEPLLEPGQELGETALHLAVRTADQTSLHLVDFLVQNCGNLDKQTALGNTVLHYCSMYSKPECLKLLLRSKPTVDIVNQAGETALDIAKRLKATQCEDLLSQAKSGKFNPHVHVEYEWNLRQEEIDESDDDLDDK
ARFGAP1 inhibitor – inhibitors of rat ARFGAP1; Arfgap1-stimulated ARF1 GTP hydrolysis, GDP FP detection; inhibition, % at 16.5 µM; actives 0.26% (n = 360,000); AID 651572;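 active = inhibition above a per-plate limit, mean inhibition of low control wells plus 3 SD, cut at about 25% in these data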;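 also: 0% = DMSO wells with enzyme and 100% = wells lacking Arfgap1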
Target sequence (Q62848 1-136 limits assumed): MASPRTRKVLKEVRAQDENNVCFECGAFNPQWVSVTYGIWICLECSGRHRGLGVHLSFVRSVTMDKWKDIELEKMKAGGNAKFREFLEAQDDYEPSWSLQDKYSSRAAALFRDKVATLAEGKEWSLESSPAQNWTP
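System: truncated rat Arfgap1 GAP domain / Benchmarks: high control wells lacking Arfgap1, low control full reaction with DMSO / Times: compound-enzyme preincubation 20 min, reaction 120 min, detection 60 min, 25 °C / Repeats: one replicate per compound / Also added: human ARF1(Δ1-17)-GTP substrate / Measured by: Tracer-displacement fluorescence polarization with EDTA stop, 620/688 nm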
PLC-gamma1 inh – blocks human PLC-gamma1 enzyme activity; P19174; actives 0.84% (n = 370,000); AID 720700; purified PLC-gamma1, fluorogenic substrate, fluorescence; inhibition, % at 12.2 µM; in the data active = inhibition above about 9.5%
Tn6 DDE FP – DD(E)-Tn6 binding inhibition, primary FP screen. inhibition, % at 8.3 µM. actives 0.21% (n = 370,000). Fibrin DD(E) TRITC-Tn6 fluorescence polarization displacement;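 active = inhibition above a per-campaign cutoff: mean of compounds within control limits plus 3 SD, cut at about 15% in these data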;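 also: 0% = median of all compound wells on the plate and 100% = blocking peptide control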
Target sequence (P02675 whole entry, looked up): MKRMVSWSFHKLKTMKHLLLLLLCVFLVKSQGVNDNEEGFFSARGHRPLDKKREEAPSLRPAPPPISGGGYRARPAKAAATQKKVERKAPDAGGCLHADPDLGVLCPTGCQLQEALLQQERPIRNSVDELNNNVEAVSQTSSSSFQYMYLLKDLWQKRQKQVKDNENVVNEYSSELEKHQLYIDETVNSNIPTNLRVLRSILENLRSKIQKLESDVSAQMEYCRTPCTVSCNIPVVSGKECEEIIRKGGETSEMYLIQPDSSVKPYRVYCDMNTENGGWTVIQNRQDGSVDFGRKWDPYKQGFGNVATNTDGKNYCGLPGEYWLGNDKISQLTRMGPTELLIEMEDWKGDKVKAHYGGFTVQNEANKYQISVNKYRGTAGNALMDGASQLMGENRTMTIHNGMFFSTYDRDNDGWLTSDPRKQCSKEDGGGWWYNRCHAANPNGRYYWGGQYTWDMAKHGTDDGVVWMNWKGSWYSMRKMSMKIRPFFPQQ
ADAM10 inh – inhibitors of human ADAM10 | AID 720582 | inhibition, % at 7 µM | actives 0.62% (n = 370,000) | recombinant ADAM10, EDANS/DABCYL FRET peptide cleavage, 3 h;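 active = inhibition above a per-campaign cutoff equal to the mean of compounds falling between control-based bounds plus 3 SD, cut at about 20% in these data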;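 also: 0% = DMSO wells while the 100% control is not disclosed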
SIAE inh – blocks human sialic acid acetylesterase. Q9HAT2. SIAE FP-Rh probe binding, fluorescence polarization. inhibition, % at 9.66 µM. actives 0.69% (n = 370,000). AID 1053197;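 active = inhibition above a cutoff: mean of compounds within the control limits plus 3 SD of those, cut at about 17% in these data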;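 also: 0% = plate median of compound wells and 100% = probe without SIAE protein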
Tn7 DDE FP – inhibitors of Tn7 peptide binding to human fibrin DD(E) | P02675 | FP displacement of FITC-Tn7 peptide from fibrin DD(E); 0% = median of compound wells per plate | inhibition, % at 8.3 µM | actives 0.13% (n = 370,000);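 active = inhibition above the mean of compounds falling within the control limits plus 3 SD of them, cut at about 14% in these data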;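 also: 0% = plate median of compound wells and 100% = 10 µM Aha-Tn7 peptide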
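Assay system: human fibrin DD(E) protein / Input: 2 µM fibrin DD(E) / Benchmarks: high control of 10 µM Aha-Tn7 peptide / Measured by: fluorescence polarization of the labelled Tn7 tracer / Medium: Tris buffer with calcium and detergent, pH 7.8 / Timing: 10 min compound pre-incubation, 3 h probe incubation at room temperature / Repeats: one replicate per compound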
TDP2 absorb – blocks human TDP2 phosphodiesterase activity. O95551. recombinant TDP2, T5PNP hydrolysis, p-nitrophenol absorbance 415 nm. inhibition, % at 12.8 µM. actives 0.34% (n = 370,000);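 active = inhibition above the mean of all tested compounds plus 3 SD, set per campaign, cut at about 25% in these data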;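 also: 0% = DMSO with enzyme and 100% = buffer with substrate but no TDP2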
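System – recombinant human TDP2 · Quantity – TDP2 enzyme at 120 nM final · Doses – single concentration, 12.8 µM nominal, with 1% DMSO · Incubation – 2 h at 37 °C · Measured by – epi absorbance of p-nitrophenol freed from T5PNP by hydrolysis · Read-out – % inhibition relative to enzyme-containing and enzyme-free wells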
Starred values were filed as active, the others as inactive; i = inactive.

SMILES	PLCb3 inh	ADAM17 inh	ASAP1 inh	ARFGAP1 inhibitor	PLC-gamma1 inh	Tn6 DDE FP	ADAM10 inh	SIAE inh	Tn7 DDE FP	TDP2 absorb
CC(=O)Nc1ccc(NC(=O)Nc2cccc(C)c2C)cc1	0.7	-4.1	5.8	0.9	1.4	-0.7	-2.9	6.2	2.5	7.6
COC(=O)c1c(-c2ccccc2)oc2c1C(OCCO)CCC2 (stereo not given)	-10.1	-14.8	-1.6	1.9	-5.9	-2.5	-36.7	2.1	-0.4	3.5
CCc1nnc(NC(=O)CSc2nnc3c(n2)[nH]c2ccccc23)s1	1.7	-2.0	-13.5	6.7	-1.1	13.0	0.7	-6.3	2.5	8.9
CC(OC(=O)CC1CC2CCC1C2)C(=O)Nc1ccc(C(N)=O)cc1 (stereo not given)	-2.6	-0.5	-14.6	-2.9	-89.6	5.2	-3.0	-9.1	5.5	0.7
O=C1NCCN(Cc2ccc(-c3ccccc3)cc2)C1CC(=O)N1CCN(CCO)CC1 (stereo not given)	-18.3	-9.6	0.5	6.9	-16.4	-0.2	-21.8	1.4	2.6	1.2
O[C@H]1CN(Cc2cccs2)[C@@H](c2ccc(Cl)cc2)C[C@@H]1n1cc(C2CC2)nn1	2.8	3.7	-0.2	0.7	4.8	-1.1	-3.1	-2.4	-2.8	-7.1
C=CCOc1cccc(C2C(C(=O)c3ccco3)=C(O)C(=O)N2CCN2CCOCC2)c1 (stereo not given)	-5.7	-5.7	-0.3	8.3	-2.8	-14.6	-5.4	-4.7	5.3	41.1*
Cc1cc(S(=O)(=O)NCCN(C)C)c(C)s1	-0.4	-0.7	-14.2	8.5	1.7	-0.1	7.3	-3.8	-4.1	-4.4
CC(=O)Nc1ccc(S(=O)(=O)N2CCN=C2c2ccccc2)cc1	-6.4	1.5	12.3	-0.4	-3.2	-4.4	-4.1	-0.4	2.0	-5.2
CC1(C)OC(=O)N(c2ccccn2)C1(C)O (stereo not given)	1.2	-2.7	5.4	-10.3	2.9	-3.5	6.2	-2.6	5.5	10.4
O=C1CCC(C(=O)N2CCN(c3cnccn3)CC2)CN1CCc1cccc(F)c1 (stereo not given)	-71.5	-30.4	1.3	-12.0	-42.4	4.1	-113.5	2.6	-6.2	3.9
CCn1c(C(O)c2cc(OC)ccc2OC)nc2ccccc21 (stereo not given)	-0.4	-4.4	-1.2	3.5	1.9	-12.9	-5.0	1.9	-1.0	5.4
NC(=O)[C@@H]1CC2(CC(c3cccc(NC(=O)[C@H]4CCC(=O)N4)c3)=NO2)CN1C(=O)c1ccc(Cl)cc1 (stereo not given in full)	-0.6	2.6	-0.7	10.6	-0.5	-8.8	-0.4	-2.1	1.2	0.2
Cc1c(CCC(=O)O)c(=O)oc2cc3occ(-c4ccc(F)cc4)c3cc12	-120.7	-42.2	-0.6	2.4	-104.7	-2.1	-125.2	-16.0	1.2	-3.3
CCC(=O)Nc1ccc(Oc2ccc3c(c2)C(=O)NC3=O)cc1	0.2	-1.1	-1.3	12.2	3.5	2.9	-2.0	-4.6	8.2	6.9

Single records (already shown). Order of screens: PLCb3 inh | ADAM17 inh | ASAP1 inh | ARFGAP1 inhibitor | PLC-gamma1 inh | Tn6 DDE FP | ADAM10 inh | SIAE inh | Tn7 DDE FP | TDP2 absorb
Cc1cc(S(=O)(=O)NCCN(C)C)c(C)s1 is listed as -0.4 | -0.7 | -14.2 | 8.5 | 1.7 | -0.1 | 7.3 | -3.8 | -4.1 | -4.4
C=CCOc1cccc(C2C(C(=O)c3ccco3)=C(O)C(=O)N2CCN2CCOCC2)c1 (stereo not given) is listed as -5.7 | -5.7 | -0.3 | 8.3 | -2.8 | -14.6 | -5.4 | -4.7 | 5.3 | 41.1*
CCc1nnc(NC(=O)CSc2nnc3c(n2)[nH]c2ccccc23)s1 is listed as 1.7 | -2.0 | -13.5 | 6.7 | -1.1 | 13.0 | 0.7 | -6.3 | 2.5 | 8.9
CC(=O)Nc1ccc(S(=O)(=O)N2CCN=C2c2ccccc2)cc1 is listed as -6.4 | 1.5 | 12.3 | -0.4 | -3.2 | -4.4 | -4.1 | -0.4 | 2.0 | -5.2
CC(=O)Nc1ccc(NC(=O)Nc2cccc(C)c2C)cc1 is listed as 0.7 | -4.1 | 5.8 | 0.9 | 1.4 | -0.7 | -2.9 | 6.2 | 2.5 | 7.6

The list goes on:
SMILES	PLCb3 inh	ADAM17 inh	ASAP1 inh	ARFGAP1 inhibitor	PLC-gamma1 inh	Tn6 DDE FP	ADAM10 inh	SIAE inh	Tn7 DDE FP	TDP2 absorb
COc1ccccc1NS(=O)(=O)c1ccc(C(=O)NCC(c2ccco2)N(C)C)cc1 (stereo not given)	-9.5	-2.9	-1.8	-1.4	-4.9	-2.8	-16.7	0.8	7.2	-4.8
O=C(Nc1ccc(F)c(Cl)c1)NC1CC1	-1.2	-1.0	-4.9	7.8	3.2	-3.2	12.6	0.4	9.7	-6.3
COc1ccc(N2CCN(C(=O)c3cccc(N4C(=O)C5C6C=CC(C6)C5C4=O)c3)CC2)cc1 (stereo not given)	-8.0	-5.9	-2.4	-4.3	-0.4	-7.4	-13.8	6.7	3.2	-3.6
COc1ccc(/C(C)=N/Nc2nc(C)cc(-c3ccccc3)n2)cc1	-26.9	2.6	8.9	1.8	-20.5	-7.8	-0.8	4.1	-1.8	-3.7
COC(=O)c1ccc(Oc2ccc(C(F)(F)F)cn2)cc1	0.2	1.6	-7.8	-9.5	1.0	-4.9	-3.6	2.6	-3.1	-2.3
Cc1ccc2nc(-c3ccccn3)cc(C(=O)Nc3ccc(S(=O)(=O)N4CCOCC4)cc3)c2c1	-3.7	-1.9	-1.6	-4.7	-1.4	0.2	-7.0	-2.9	1.4	0.3
Cc1nc(/C=C\C(=O)O)c2cc(C)oc2n1	-351.4	i	-5.5	0.5	-289.9	2.0	i	-0.3	-3.5	-4.7
COc1cc(OC)cc(C(=O)N[C@H](C(=O)Nc2nc(-c3ccc(F)c(F)c3)cs2)C(C)C)c1	-1.1	0.0	10.8	11.7	-3.0	-3.8	3.8	-3.2	8.6	-2.2
CC(=O)NC1C(=O)N=C(SC(C)C(=O)Nc2cccc(Cl)c2)NC1=O (stereo not given)	1.0	-1.1	-2.5	7.6	1.4	-0.7	-14.3	-7.5	5.4	10.4
COc1ccc(N2C(=O)CCC(C(=O)N(C)CCc3ccccn3)C2c2ccc(OC)c(OC)c2)cc1 (stereo not given)	-6.5	-0.7	-6.5	6.9	0.9	-2.6	2.4	7.0	-0.3	8.7
CCOC(=O)C(=NC(C)CC)NNc1cccc(C(F)(F)F)c1 (stereo not given)	-36.8	-1.1	1.4	-3.2	-26.4	3.0	-5.3	8.0	-2.2	-0.9
O=C1CCSc2ccc(Cl)cc2N1Cc1cccc(Cl)c1	-1.4	-2.0	-11.2	2.1	1.0	-2.1	1.8	2.8	0.7	4.3
Nc1ncc(CN2CCCC(C(=O)Nc3ccc(-c4ccco4)cc3)C2)cn1 (stereo not given)	-17.9	-4.3	10.1	4.1	-5.1	1.3	0.2	0.6	-0.2	2.0
COc1ccc(OC)c(/C=C/C(=O)c2ccc3c(c2)OCO3)c1	-35.6	-0.1	-5.7	-4.5	-22.1	4.4	-12.8	-4.7	2.1	2.7
O=C(C1CCC1)N1CCN(S(=O)(=O)c2ccc(F)cc2)CC1	3.7	-0.4	-10.0	0.4	2.4	-9.6	10.0	-4.2	7.1	-3.5
N#CCC(=O)NCC1(c2ccccc2)CCCC1	0.0	-0.4	-14.0	2.1	1.2	2.0	5.2	2.1	1.5	-12.8
CCc1nc2ccc(C(=O)NCCOc3ccc(OC)cc3)cn2c1N(C)C(=O)Cc1ccccc1	-1.7	-5.1	-2.2	13.4	-4.6	6.6	-11.2	-3.1	8.0	6.2
Cc1cc(NC(=O)C2CC(c3cccc(Br)c3)=NO2)no1 (stereo not given)	-2.2	-4.6	-11.6	5.9	-3.6	-4.8	2.9	-2.5	5.0	0.8
Cc1ccc(S(=O)(=O)Nc2c(C)n(C)n(-c3ccccc3)c2=O)cc1C(=O)NCc1ccco1	-6.2	-4.3	-12.1	5.7	4.6	-1.0	-16.9	2.8	-0.7	-7.9
CCn1nc(C)c(C(=O)Nc2cc(Oc3cc(C)cc(C)c3)cc([N+](=O)[O-])c2)c1C	-2.9	5.1	18.4	4.6	1.4	-4.5	21.2*	-23.7	-5.0	-9.8
Cc1ccsc1CN(C)C(=O)C(NC(=O)c1cccc(S(=O)(=O)N2CCOCC2)c1)C(C)C (stereo not given)	-1.8	1.4	-3.6	-7.9	3.0	-2.0	-10.3	-6.1	-5.2	-3.6
COC(=O)COc1ccc(-c2nccc(-c3ccc(Br)cc3)n2)cc1	-4.6	-9.5	-20.8	1.0	-2.1	-15.5	3.2	-1.4	0.7	-14.7
O=[N+]([O-])c1ccc(N/N=C/c2c[nH]c3ccccc23)cc1	-36.0	9.6*	10.3	14.9	-24.7	-19.8	17.0	7.6	1.1	2.5
Cc1cccc(N(C(=O)c2csnn2)C(C(=O)NC2CCCCC2)c2ccccn2)c1C (stereo not given)	-4.3	-0.2	3.0	-3.8	-0.7	-2.8	1.4	-23.1	-1.7	7.0
CCOC(=O)c1cc(NC(=O)C2CCCO2)cc(C(=O)OCC)c1 (stereo not given)	1.2	-3.0	5.3	1.1	1.1	-9.7	-2.3	-6.6	2.7	1.1
Cc1c(CN(C)C(=O)c2sc3cc(Cl)ccc3c2Cl)cnn1C	-0.3	1.4	4.6	-12.4	3.0	-0.6	2.1	5.8	1.0	-4.3
CCCCn1c(SCC(=O)N2CCCC2=O)nc2cc(S(N)(=O)=O)ccc21	-1.0	1.4	-20.0	-18.6	9.6*	5.0	5.1	-3.6	-3.6	-9.5
CCOC(=O)C1CCCN(CCCc2ccccc2)C1 (stereo not given)	2.4	2.3	-4.8	4.1	-1.6	8.9	-6.7	-8.9	1.6	-1.8
O=S(=O)(NC1CCCCC1N1CCN(c2ccccc2F)CC1)c1ccc(Cl)cc1 (stereo not given)	-11.5	1.5	6.2	4.4	1.9	-2.2	3.0	-3.8	3.5	-17.1
CC(C)CCn1c(N2CCC(C(N)=O)CC2)nc2c1c(=O)[nH]c(=O)n2C	1.8	-2.6	10.0	2.9	1.7	-1.9	6.3	4.7	3.6	8.4
O=C(CCCCCCC(=O)c1ccccc1)c1ccccc1	2.7	-3.0	5.0	-4.7	-0.5	-6.7	-2.0	1.6	-1.6	4.4
COc1cc2c(cc1OC)C1(CCCC1)C(N)=C2C#N	-7.4	2.7	-2.2	5.3	-12.2	-4.6	3.4	-3.4	-5.1	-9.6

Screening data deposited in PubChem BioAssay by The Scripps Research Institute Molecular Screening Center.

Rows are unselected; any-hit rate near 3.6%.
